From PubChem BioAssay
NOD1 inhibition: NOD1 signaling inhibitors, primary screen, cell-based, luminescence, uHTS (AID 1578) | NOD1-driven NF-kB luciferase reporter cells, luminescence; higher % means a stronger effect | one-dose inhibition, % at 4 µM; EC50 in µM for titrated hits | 290,000 tested, 1% active; in the data active = inhibition mostly above about 36%, no sharp cut-off; inactive = mostly below about 34%;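 also: HEK-293T reporter cells stimulated with the NOD1 agonist gamma-tri-DAP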
KOR beta-arrestin-1: kappa opioid receptor activators – cell-based, luminescence, uHTS, primary screen (AID 1777); activation, % at 10 µM, or EC50 in µM where a hit was titrated; KOR beta-arrestin recruitment, luminescence; higher % means a stronger effect; 280,000 tested, 0.02% active; in the data active = activation above about 50%, passing the limit was not always enough; also: a part of the inactive calls stands beside numbers as strong as those of hits
SV40 large T antigen: SV40 large T antigen inhibitors, biochemical (AID 1903) | SV40 large T antigen ATPase/helicase inhibition assay; higher % means a stronger effect | one-dose inhibition, % at 20 µM; IC50 in µM for titrated hits | 310,000 tested, 0.39% active; in the data active = a potency from the dose series; also: strong numbers were not always called active
HEK293 NOD2/NF-kB: NOD2 signaling inhibitors, cell-based, luminescence, uHTS, HEK293 (AID 1566) | HEK293 NOD2/NF-kB luciferase reporter, luminescence; higher % means a stronger effect | 290,000 tested, 0.63% active | inhibition, % at 4 µM, or EC50 in µM where a hit was titrated; also: many of its hits are not listed in these tables
GPR55 antagonists: inhibition of LPI-stimulated GPR55 beta-arrestin translocation – imaging, U2OS, beta-arrestin-GFP, LPI agonist, primary screen (AID 2013); U2OS GPR55 beta-arrestin-GFP translocation imaging, LPI antagonism; higher % means a stronger effect; one-dose inhibition, % at 10 µM; IC50 in µM for titrated hits; 290,000 tested, 0.13% active;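 active = spots per cell inhibited over 60%, with over 100 cells counted and total cytoplasm intensity under 500,000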;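 also: U2OS cells stably carrying GPR55 and arrestin-GFP stimulated by 5 µM LPI near EC80; imaged beta-arrestin-GFP aggregate spots per cell after agonist stimulation; plate controls were LPI-stimulated DMSO wells for no effect and DMSO wells without LPI for full effect; some results filed as inactive read as strong as hits; confirmed hits need IC50 under 10 µM and bright autofluorescent wells are also inconclusive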
MgcRacGAP inhibition: MgcRacGAP GTPase-activating activity inhibitors, confirmation, biochemical, ADP Hunter fluorescence. inhibition, % at 30 µM; hits with a dose series show IC50 in µM. MgcRacGAP-stimulated Rac1 GTP hydrolysis, ADP Hunter fluorescence; higher % means a stronger effect; GST-tagged Rac1 F28L mutant substrate. 340,000 tested, 0.6% active;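 active = first-screen hits whose inhibition reached a set limit at any dose in the follow-up dose series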;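 also: fluorescence reports GDP produced by GAP-driven GTP hydrolysis; strong numbers were not always called active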
KOR beta-arrestin-2: kappa opioid receptor blockers – cell-based, luminescence, uHTS (AID 1778); KOR beta-arrestin recruitment, luminescence, antagonist mode; higher % means a stronger effect; one-dose inhibition, % at 10 µM; IC50 in µM for titrated hits; 290,000 tested, 0.091% active; also: strong numbers were not always called active
HIV peptide binding: inhibitors of HIV fusion peptide binding, primary screen, biochemical, uHTS, fluorescence dequenching (AID 1986). cell-free peptide binding, fluorescence dequenching, 30 min; higher % means a stronger effect. inhibition, % at 20 µM; hits with a dose series show IC50 in µM. 290,000 tested, 0.3% active; in the data active = inhibition mostly above about 52%, no sharp cut-off; inactive = mostly below about 76%; also: some results filed as inactive read as strong as hits
GPR55 beta-arrestin: selective activators of receptor GPR55 – imaging, U2OS cells, beta-arrestin-GFP redistribution, primary screen (AID 1961); U2OS GPR55 beta-arrestin-GFP redistribution imaging; higher % means a stronger effect; activation, % at 10 µM; hits with a dose series show EC50 in µM; 290,000 tested, 0.048% active;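 active = activation above 40% with more than 50 cells counted in the well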;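 also: U2OS osteosarcoma cells stably expressing GPR55 and beta-arrestin-GFP; plate controls were DMSO negative control for no effect and LPI positive control for full effect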
Active calls of the source: *; · = not tested or not shown; [ ] = another dose, or the depositor's remark. Rule as the data show it, unless noted: active = inhibition above about 50%; inactive = the rest.

SMILES	NOD1 inhibition	KOR beta-arrestin-1	SV40 large T antigen	HEK293 NOD2/NF-kB	GPR55 antagonists	MgcRacGAP inhibition	KOR beta-arrestin-2	HIV peptide binding	GPR55 beta-arrestin
COc1ccc(C)cc1NC(=O)C1CCN(S(=O)(=O)c2cccc3nonc23)CC1	·	0.0%	5%	·	1%	8%	-17%	-0.4%	-0.2%
COc1ccc(C(=O)C2CCCN(C(=O)CCC3=NNC(=O)CC3)C2)c(C)c1 (configuration not stated)	-32%	·	5%	14%	15%	-12%	-14%[20 µM]	-1.7%	-0.1%
CC(=O)c1cc(CN2CCN(CC=C(C)C)C(CCO)C2)cs1 (configuration not stated)	-26%	0.0%	22%	0%	-10%	9%	-36%	0.7%	-0.1%
O=C(COc1ccc(Cl)cc1Cl)Nc1ccc(S(=O)(=O)NC2=NCCCCC2)cc1	40%	-2.1%	1%	-6%	4%	12%	13%	3.0%	-0.2%
CSc1nsc(/C=C/Nc2ccc(O)cc2C)c1C#N	-12%	-1.5%	11%	21%	-18%	12%	-10%	45%	-0.5%
CCO[C@@H]1OC(C(=O)NCc2ccccc2)=C[C@H](C)[C@H]1CCCO	-19%	-2.1%	14%	12%	13%	10%	5%	-0.2%	0.9%
O=C(c1cc(COc2ccc(F)cc2F)on1)N1CCOCC1	-48%	-3.1%	6%	-33%	-1%	-6%	-9%	1.2%	-0.2%
CCCCCC1=NN2C(=O)CC(=O)N=C2S1	12%	-4.8%	18%	15%	-9%	10%	5%	0.8%	0.0%
Cc1ccc2c(CC(=O)OC3CCOC3=O)coc2c1 (configuration not stated)	5%	-3.6%	25%	27%	6%	3%	28%	0.8%	0.9%
O=C1OC(c2ccc(Br)cc2)=N/C1=C\N1CCCCC1	-34%	2.2%	12%	-79%	-3%	3%	-17%	1.6%	0.2%
Cc1cccc(OCC(=O)Nc2ncn[nH]2)c1C	2%	·	18%	-34%	-2%	10%	-13%	-2.2%	0.0%
CCOC(=O)c1c(C)c(C(=O)NCc2ccco2)c(C)n1Cc1ccccc1	-6%	-3.4%	6%	6%	1%	0%	17%	1.2%	-0.4%
COc1ccccc1N1C(=O)C(Cl)=C(N2CCCC2)C1=O	-12%	-2.8%	7%	16%	-4%	-8%	-21%[20 µM]	-0.9%	0.0%
Cc1ccc(NC(=O)Cn2c(CCC(=O)O)ccc2-c2cccs2)cc1Cl	-9%	-2.6%	11%	-2%	2%	12%	16%	12%	0.0%
Cc1cc(N2CCN(c3cccc(C(F)(F)F)c3)CC2)n2ncnc2n1	·	-2.6%	-6%	22%	6%	8%	-2%	-1.7%	0.6%
Cc1ccccc1C(=O)NNC(=O)c1cccc(Br)c1	-32%	5.3%	19%	-5%	2%	9%	-10%[20 µM]	1.1%	-0.3%
O=C(CSCCc1ccccn1)Nc1ccccn1	-6%	3.4%	-1%	5%	1%	10%	-30%	-1.0%	-0.1%
Cc1nonc1C(=O)N/N=C/c1cc2c(cc1Br)OCO2	5%	·	·	11%	10%	-12%	23%[20 µM]	-1.3%	0.2%
CCn1cc(C(=O)N2CCN(c3ccc(OC)cc3)CC2)c(=O)c2cc(S(=O)(=O)N3CCCCC3)ccc21	-24%	-6.2%	15%	-5%	15%	18%	16%	-1.3%	-0.2%
COC(=O)Nc1ccc(OCc2ccccc2)cc1	-17%	11%	13%	-41%	-7%	-2%	-29%	-1.3%	0.0%

Four of the compounds above, field by field:
SMILES: CSc1nsc(/C=C/Nc2ccc(O)cc2C)c1C#N
  NOD1 inhibition: -12%; KOR beta-arrestin-1: -1.5%; SV40 large T antigen: 11%; HEK293 NOD2/NF-kB: 21%; GPR55 antagonists: -18%; MgcRacGAP inhibition: 12%; KOR beta-arrestin-2: -10%; HIV peptide binding: 45%; GPR55 beta-arrestin: -0.5%
SMILES: CCO[C@@H]1OC(C(=O)NCc2ccccc2)=C[C@H](C)[C@H]1CCCO
  NOD1 inhibition: -19%; KOR beta-arrestin-1: -2.1%; SV40 large T antigen: 14%; HEK293 NOD2/NF-kB: 12%; GPR55 antagonists: 13%; MgcRacGAP inhibition: 10%; KOR beta-arrestin-2: 5%; HIV peptide binding: -0.2%; GPR55 beta-arrestin: 0.9%
SMILES: O=C(c1cc(COc2ccc(F)cc2F)on1)N1CCOCC1
  NOD1 inhibition: -48%; KOR beta-arrestin-1: -3.1%; SV40 large T antigen: 6%; HEK293 NOD2/NF-kB: -33%; GPR55 antagonists: -1%; MgcRacGAP inhibition: -6%; KOR beta-arrestin-2: -9%; HIV peptide binding: 1.2%; GPR55 beta-arrestin: -0.2%
SMILES: CCCCCC1=NN2C(=O)CC(=O)N=C2S1
  NOD1 inhibition: 12%; KOR beta-arrestin-1: -4.8%; SV40 large T antigen: 18%; HEK293 NOD2/NF-kB: 15%; GPR55 antagonists: -9%; MgcRacGAP inhibition: 10%; KOR beta-arrestin-2: 5%; HIV peptide binding: 0.8%; GPR55 beta-arrestin: 0.0%

(list continues)
SMILES	NOD1 inhibition	KOR beta-arrestin-1	SV40 large T antigen	HEK293 NOD2/NF-kB	GPR55 antagonists	MgcRacGAP inhibition	KOR beta-arrestin-2	HIV peptide binding	GPR55 beta-arrestin
Cc1ccc(/C=C/C(=O)Nc2nccs2)o1	-91%	-2.7%	36%	-72%	9%	4%	28%	31%	0.1%
CCC(OC(=O)c1ccco1)C(=O)NC1CCCC1 (configuration not stated)	-6%	6.4%	0%	-10%	-6%	4%	-42%	1.0%	0.6%
O=C1C2C(c3ccccc3)(C(=O)N1c1ccc(Cl)cc1)C2(c1ccccc1)c1ccccc1 (configuration not stated)	23%	-2.0%	4%	0%	6%	-6%	-25%	2.8%	0.0%
CCOc1cc(/C=N/NC(=O)CSc2nncn2C)ccc1OCC(N)=O	-5%	5.3%	5%	12%	6%	12%	7%	-1.8%	0.1%
Cc1ccc(C)c2nc3sc(C(=O)N4CCCc5ccccc54)c(N)c3cc12	18%	0.5%	19%	11%	32%	5%	-8%	14%	0.3%
COc1ccccc1CNC(=O)C(=O)Nc1ccc(C(=O)N2CCC(C)CC2)cc1	-25%	0.3%	3%	-1%	14%	8%	-34%	1.2%	0.0%
COc1ccc(CN(C(=O)c2snc(C(N)=O)c2N)C(C(=O)NC2CCCC2)c2ccco2)cc1 (configuration not stated)	-22%	3.1%	13%	5%	1%	5%	6%	0.4%	0.3%
O=C(O)CCC(=O)N1CCN(c2ncccc2C(F)(F)F)CC1	-9%	0.5%	6%	7%	-3%	-2%	32%	-0.5%	0.2%
Cc1cc(C)n(Cc2ccc(NC(=O)c3c([N+](=O)[O-])c(C)nn3C)cc2)n1	17%	1.4%	22%	11%	-20%	6%	-24%	-1.2%	-0.1%
COCCNC(=O)c1ccccc1NC(=O)c1ccc(Cl)c(S(=O)(=O)Nc2ccc(C)cc2C)c1	-6%	2.1%	1%	23%	0%	9%	1%	0.5%	1.2%
CCOC(=O)c1c(S(=O)(=O)NCC(=O)Nc2ccc(F)cc2)c(C)n(C)c1C	-18%	5.1%	3%	-10%	-6%	1%	-25%	-1.3%	-0.1%
N=c1sccn1CC(=O)Nc1cccc(S(=O)(=O)N2CCCCCC2)c1	-16%	-3.1%	5%	7%	-6%	4%	-9%	-0.1%	0.0%
CCOc1ccc(/C=C2\SC(=S)N(CC(=O)NCCCN3CCOCC3)C2=O)cc1	-34%	5.4%	5%	-6%	11%	8%	12%	-1.2%	1.9%
Cc1ccc(Cn2ncn(-c3ccccc3)c2=O)cc1	-18%	-14%	10%	-2%	3%	3%	-26%[20 µM]	-0.8%	-0.1%
COc1cc(NC(=O)CSc2nccc(C)n2)c(C)cc1[N+](=O)[O-]	-19%	-4.7%	9%	-4%	-10%	6%	-12%	8.6%	1.1%
COc1cc(/C=N\NC(=O)OC(C)(C)C)ccc1OC(=O)c1ccco1	-24%	-6.6%	3%	-9%	-5%	·	26%	-0.6%	0.0%
COc1ccc(/C=N/Nc2ccccn2)c(OC)c1OC	-57%	-2.9%	9%	-37%	8%	9%	0%	-1.0%	-0.3%
O=C(O)c1ccc(CNCc2ccccc2F)cc1	35%	·	1%	17%	5%	-3%	-16%[20 µM]	0.2%	-0.1%
CC1(C)CC(NC(=O)COc2ccccc2Cl)CC(C)(C)N1	-11%	·	-2%	33%	-4%	1%	-4%[20 µM]	0.6%	-0.1%
COc1ccc(CCNC(=O)c2ccc([N+](=O)[O-])cc2)cc1	-7%	-0.3%	7%	4%	6%	-1%	43%	-0.8%	-0.1%
CCN1CCN(/C=N/c2nc3c(s2)CCCC3)CC1	48%	3.8%	5%	30%	7%	3%	24%	2.3%	0.1%
Cc1ccc2nc(C)c(C(=O)N/N=C/c3ccc(N4CCOCC4)cc3)cc2c1	-14%	3.0%	-5%	10%	8%	8%	42%	2.0%	-0.4%
COc1ccc(OC)c(NC(=O)CCN2CCN(c3ccccc3OC)CC2)c1	-9%	-3.0%	2%	13%	12%	9%	-7%[20 µM]	-1.2%	-0.2%
CCCC(=O)OCC(=O)Nc1ccc2c(c1)OCO2	-32%	0.1%	5%	1%	-1%	2%	-5%	-2.7%	-0.3%
Cc1ccc(N(C(=O)c2csnn2)C(C(=O)NC2CCCCC2)c2cccnc2)c(C)c1 (configuration not stated)	-56%	-4.3%	4%	7%	13%	3%	13%	-1.5%	-0.2%
CC(=O)NCC(=O)N1CCCC(C(=O)c2ccc(Oc3ccccc3)cc2)C1 (configuration not stated)	26%	6.9%	-5%	-6%	-5%	8%	-10%	-1.0%	0.2%
CN1CCN(C(=O)CCc2nnc3ccc(N4CCC5(CC4)OCCO5)nn23)CC1	-21%	-3.9%	11%	12%	15%	10%	-55%	-0.1%	-0.1%
CCC(=O)C1CCCN(C(=O)c2ccc(OC)c(OC3CCN(C(C)=O)CC3)c2)C1 (configuration not stated)	-17%	-1.8%	0%	10%	6%	4%	15%	0.2%	0.0%
O=C1Nc2ccccc2C1(O)Cc1ccccn1 (configuration not stated)	12%	0.8%	4%	15%	-16%	3%	22%	-0.5%	-0.1%
COc1ccc(CN2CCN(c3ccc(F)cc3)CC2)c(OC)c1OC	-11%	0.2%	14%	21%	6%	8%	-27%	-1.3%	-0.1%
CCCC1S/C(=N/N=C/c2ccc(C)cc2)N(Cc2ccc(OC)cc2)C1=O (configuration not stated)	39%	-2.6%	4%	-7%	0%	3%	17%	-2.0%	-0.2%
CCCCN(CC)CCNC(=O)c1cc2c(-c3ccccc3F)nn(C)c2s1	-6%	-2.0%	8%	-17%	12%	9%	-21%	2.6%	0.3%

Arranged by value in HEK293 NOD2/NF-kB (lowest first): 3 of the compounds above
SMILES	NOD1 inhibition	KOR beta-arrestin-1	SV40 large T antigen	HEK293 NOD2/NF-kB	GPR55 antagonists	MgcRacGAP inhibition	KOR beta-arrestin-2	HIV peptide binding	GPR55 beta-arrestin
CCCC(=O)OCC(=O)Nc1ccc2c(c1)OCO2	-32%	0.1%	5%	1%	-1%	2%	-5%	-2.7%	-0.3%
CN1CCN(C(=O)CCc2nnc3ccc(N4CCC5(CC4)OCCO5)nn23)CC1	-21%	-3.9%	11%	12%	15%	10%	-55%	-0.1%	-0.1%
O=C1Nc2ccccc2C1(O)Cc1ccccn1 (configuration not stated)	12%	0.8%	4%	15%	-16%	3%	22%	-0.5%	-0.1%

This is a subset; count on the stated rates, not on these rows.
